SENP1 FRET inh = SENP1 (human) catalytic domain inhibition | recombinant SENP1 catalytic domain, CyPet-SUMO1-YPet FRET cleavage | inhibition, % at 10 µM | 360,000 compounds, 0.21% hits;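 active = inhibition at least 30% at 10 µM, raw YFP signal under a set limit, fluorescence ratio 0.5 to 1.5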;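 note: 0% = enzyme with DMSO and 100% = no enzyme wells; some results filed as inactive read as strong as hits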
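System: Recombinant human SENP1 catalytic domain, His6-tagged | Incubation: Enzyme reaction for 50 min at room temperature, dark | Medium: Tris pH 8 with BME, BSA, NP40 and catalase | Also added: 25 nM SUMO1 FRET substrate | Compound: 10 µM single point, 0.5% DMSO | Measured by: FRET fluorescence in CFP and YFP emission channels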
SENP8 block-1 = SENP8 protease inhibition. Q96LD8. inhibition, % at 10 µM. purified SENP8, Z-RLRGG-aminoluciferin cleavage, luminescence. 330,000 compounds, 1.2% hits. AID 2540; in the data active = inhibition above about 50%
SENP8 block-2 = blocks human SENP8 cleavage of Nedd8 substrate. recombinant SENP8, Nedd8 substrate fluorescence. AID 602440. inhibition, % at 20 µM. 360,000 compounds, 0.64% hits; in the data active = inhibition mostly above about 40%, no sharp cut-off; inactive = mostly below about 27%
A3G deaminase = blocks human APOBEC3G single-stranded DNA deamination. Q9HC16. recombinant A3G, ssDNA deamination FAM/TAMRA fluorescence. inhibition, % at 20 µM. 330,000 compounds, 0.28% hits. AID 493012;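 active = inhibition of at least 40% at 20 µM, with no more than 30% in the related APOBEC3A deaminase screen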;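 note: plate controls were DMSO wells with A3G for no effect and wells lacking A3G enzyme for full effect; some compounds called inactive have numbers as strong as hits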
UBC13 inh = inhibitors of human UBC13 polyubiquitin chain formation | AID 485273 | TR-FRET | inhibition, % at 20 µM | P61088 | 330,000 compounds, 0.47% hits; in the data active = inhibition above about 45%, passing the limit was not always enough
Target sequence (P61088 whole entry, looked up): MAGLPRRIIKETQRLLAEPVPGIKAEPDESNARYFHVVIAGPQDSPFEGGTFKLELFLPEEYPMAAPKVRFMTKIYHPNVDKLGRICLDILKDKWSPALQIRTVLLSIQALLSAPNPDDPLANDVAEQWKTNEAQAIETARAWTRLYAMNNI
Apaf-1 inh = inhibitors of human Apaf-1 apoptosome; 330,000 compounds, 0.71% hits; reconstituted apoptosome caspase-3 activity, DEVD-Rh110 fluorescence; inhibition, % at 20 µM; active = inhibition of at least 40% at 20 µM;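 note: plate controls were DMSO wells for no effect and DEVD-CHO caspase inhibitor wells for full effect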
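Material: cell-free apoptosome with Apaf-1, procaspase-3 and caspase-9; Buffer or medium: Hepes pH 7.5 with detergent and BSA; Reagent: cytochrome c trigger plus (Z-DEVD)2-Rh110 caspase-3 substrate; Times: compound with Apaf-1, dATP, procaspase-3 30 min, then 50 min reaction, room temperature; Technique: Rh110 fluorescence intensity.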
SENP6 inh = blocks the human protease SENP6 | AID 2599 | Recombinant SENP6 catalytic domain, aminoluciferin luminescence | inhibition, % at 10 µM | Q9GZR1 | 330,000 compounds, 1.8% hits;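 active = inhibition above about 50% at the single tested dose, limit read from the data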;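 note: plate controls were DMSO wells with enzyme for no effect and DMSO wells lacking enzyme for full effect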
Target sequence (Q9GZR1 628-1112 limits assumed): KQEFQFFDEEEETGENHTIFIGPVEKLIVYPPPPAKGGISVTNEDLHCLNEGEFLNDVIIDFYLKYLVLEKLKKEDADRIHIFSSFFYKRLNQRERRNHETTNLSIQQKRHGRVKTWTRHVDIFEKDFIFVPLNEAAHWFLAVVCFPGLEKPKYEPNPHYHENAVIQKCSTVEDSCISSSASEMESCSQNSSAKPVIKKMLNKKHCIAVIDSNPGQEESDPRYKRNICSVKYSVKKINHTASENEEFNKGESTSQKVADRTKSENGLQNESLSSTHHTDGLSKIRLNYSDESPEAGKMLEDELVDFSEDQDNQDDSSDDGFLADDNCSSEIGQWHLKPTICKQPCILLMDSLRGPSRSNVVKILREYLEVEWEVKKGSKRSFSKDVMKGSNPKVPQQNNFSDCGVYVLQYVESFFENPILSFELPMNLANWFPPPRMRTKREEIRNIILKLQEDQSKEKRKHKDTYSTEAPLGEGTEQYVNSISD
SENP7 block = inhibitors of human SENP7 protease. Q9BQF6. recombinant SENP7, Z-RLRGG-aminoluciferin luminescence, 40 min. inhibition, % at 5 µM. 330,000 compounds, 1.5% hits;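 active = inhibition above about 50% at the single test dose, limit read from the data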;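 note: plate controls were DMSO with enzyme for no effect and no enzyme buffer wells for full effect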
Target sequence (Q9BQF6 706-1050 limits assumed): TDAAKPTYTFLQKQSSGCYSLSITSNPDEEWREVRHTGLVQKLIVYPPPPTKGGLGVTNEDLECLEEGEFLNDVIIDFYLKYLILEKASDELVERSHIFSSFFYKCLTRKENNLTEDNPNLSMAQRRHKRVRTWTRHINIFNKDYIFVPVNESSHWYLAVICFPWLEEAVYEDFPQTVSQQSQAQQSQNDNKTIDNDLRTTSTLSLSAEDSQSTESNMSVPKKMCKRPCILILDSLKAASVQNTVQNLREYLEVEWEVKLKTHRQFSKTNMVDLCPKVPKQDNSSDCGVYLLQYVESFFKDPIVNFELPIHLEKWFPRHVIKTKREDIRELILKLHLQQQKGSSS
* hit, by the source's call; i = inactive; . = no result given.

Compound,SENP1 FRET inh,SENP8 block-1,SENP8 block-2,A3G deaminase,UBC13 inh,Apaf-1 inh,SENP6 inh,SENP7 block
O=C(c1cc(COc2cccc(C(F)(F)F)c2)on1)N1CCSCC1,-1,-9,2,-3,-5,8,-17,13
O=C(NC(Cc1ccccc1)C(=O)O)/C(=C\c1ccccc1F)NC(=O)c1ccccc1 (configuration not stated),-8,-2,-2,-1,0,-3,1,1
O=C(Nc1cc(C(F)(F)F)cc(C(F)(F)F)c1)Nc1cnn(-c2ccc([N+](=O)[O-])cc2)c1C(F)(F)F,-1,3,19,8,-10,-18,-11,2
C=CCCC(=O)N1CCCC(C(=O)c2cccc(OC)c2)C1 (configuration not stated),1,7,5,0,-9,0,6,13
O=C1C=CC(=O)N1N(c1ccccc1)c1ccccc1,2,1,26,29,-4,8,9,-6
Cc1ccc(NS(=O)(=O)c2cccc(C(=O)N3CCCCCCC3)c2)cc1,2,-8,2,-6,-4,19,-4,-4
O=C(NC1CC1)c1sc2ccccc2c1Cl,-1,11,11,-6,-3,1,16,14
Cn1c(NC(=O)c2ccc(S(=O)(=O)N3CCOCC3)cc2)cc(=O)n(C)c1=O,2,-11,8,-8,-4,-29,-13,-8
CCOC(=O)N1CCC(N(CCCOC)C(=O)Nc2cccc(OC)c2)CC1,2,5,10,-3,5,-18,3,2
Cc1cnn(C(=O)c2oc3ccccc3c2C)c1,0,-6,10,-6,11,-16,-9,6
CC1(C)CC(=O)C(C=NCCN2CCN(C(=O)c3ccc(F)cc3)CC2)=C(O)C1,4,-7,18,-10,-11,-2,-8,-7
N#Cc1ccc(OCC(=O)n2cc(C(=O)c3cc(Cl)cc(Cl)c3O)cn2)cc1,.,1,.,-7,15,-15,-5,6
Cc1ccc(NC(=O)CCNS(=O)(=O)c2cccc3nonc23)cc1,2,-4,8,-1,-8,10,-11,-3
CC1(C)CC(=O)c2sc(NS(=O)(=O)Cc3ccccc3)nc2C1,-2,5,0,3,8,-2,-2,-3
COCCCNC(=O)CNC(=O)c1nn(-c2ccc(OC)cc2)c(=O)c2ccccc12,0,4,-61,1,3,-3,8,2
COC(=O)C1=C(N)OC2=C(C(=O)CCC2)C1c1cccs1 (configuration not stated),1,-4,-2,-3,5,2,11,4
COc1ccccc1NC(=O)CSc1nnc(CNC(=O)c2ccco2)o1,-2,-3,21,-2,0,2,-5,-7
COc1ccc(C=C(c2nc3ccccc3s2)c2nc3ccccc3s2)cc1O,-73,-7,-34,-14,-19,13,-104,-19
Cc1cccc(N2C(=O)N3[C@H](c4ccc(Br)cc4)[C@@H]4C(=O)N(C(C)(C)C)C(=O)[C@@H]4[C@]3(C)C2=O)c1,3,4,11,-2,16,19,5,-4
CCOC(=O)C(NC(=O)c1ccccc1Cl)(Nc1ccc(C)c(C)c1)C(F)(F)F (configuration not stated),1,-9,10,-11,-12,9,-13,-3
Cc1ccc(C)c2[nH]c(=O)c(CCNC(=O)c3ccc(S(=O)(=O)N4CCCC4)cc3)cc12,1,-7,-52,-3,-8,10,0,-10
COc1cc(OC)cc(-n2nnnc2SCC(=O)N2CCCc3ccccc32)c1,1,1,14,7,6,19,-4,3
CC(NC(=O)Cc1ccccc1)C1COc2ccccc2O1 (configuration not stated),1,-4,6,-5,12,-18,2,12
CCOC(=O)c1ccc2c(c1)N(C)C(=O)c1ccccc1S2,3,-1,20,13,6,2,5,-6
CCc1ccc(N(C(=O)c2snc(C(N)=O)c2N)C(C(=O)NCC2CCCO2)c2ccco2)cc1 (configuration not stated),-20,-4,-285,-6,61*,17,3,5
COc1ccc(/C=C\C(=O)c2c(O)ccc3c(C)cc(=O)oc23)cc1,-6,-3,-330,-8,1,4,-4,-6
O=C(c1cc2cc([N+](=O)[O-])ccc2s1)N1CCOCC1,3,-10,-9,0,-10,8,1,-8
O=C(OCC(=O)N1CCCCC1)c1ccc2ccccc2n1,-1,-11,2,-4,14,-7,-11,5
CC[C@]1(c2cccc(C)c2)C(=O)N(C(=O)OC)N1C(=O)OC,2,2,12,4,-6,8,-5,3
O=C1C2C3C=CC([C@@H]2C(=O)N1C1CCCCC1)[C@H]1C(=O)N(C2CCCCC2)C(=O)C31 (some centres not stated),2,-2,10,-6,-3,18,-4,-3

An excerpt from the list above:
Compound,SENP1 FRET inh,SENP8 block-1,SENP8 block-2,A3G deaminase,UBC13 inh,Apaf-1 inh,SENP6 inh,SENP7 block
O=C(c1cc2cc([N+](=O)[O-])ccc2s1)N1CCOCC1,3,-10,-9,0,-10,8,1,-8
O=C(OCC(=O)N1CCCCC1)c1ccc2ccccc2n1,-1,-11,2,-4,14,-7,-11,5
CC[C@]1(c2cccc(C)c2)C(=O)N(C(=O)OC)N1C(=O)OC,2,2,12,4,-6,8,-5,3
O=C1C2C3C=CC([C@@H]2C(=O)N1C1CCCCC1)[C@H]1C(=O)N(C2CCCCC2)C(=O)C31 (some centres not stated),2,-2,10,-6,-3,18,-4,-3

Carrying on:
Compound,SENP1 FRET inh,SENP8 block-1,SENP8 block-2,A3G deaminase,UBC13 inh,Apaf-1 inh,SENP6 inh,SENP7 block
Cn1c(=NC(=O)COc2ccccc2)sc2ccccc21,-2,-6,-4,-4,0,8,7,0
CN1CCN(c2ccc(Cl)cc2NC(=O)c2cccc(S(=O)(=O)N(C)C)c2)CC1,-1,0,6,-3,15,-5,1,-2
OCCCNc1ncnc2oc(-c3ccccc3)c(-c3ccccc3)c12,1,8,-273,-2,9,18,13,3
COCCCNC(=O)CC1C[C@H](C(=O)N2CCOCC2)[C@@]2(C)c3[nH]c4ccccc4c3CCN2C1=O (some centres not stated),1,8,10,-3,7,-8,-14,1
COCCOC(=O)c1c(NC(=O)CN2CCOCC2)sc(C(N)=O)c1C,2,-3,11,-6,14,-12,12,1
CC(=O)Nc1ccc(NC(=O)COc2ccc(S(=O)(=O)N3CCCC3)cc2C)cc1,5,-8,-11,-9,2,4,-11,-6
CCNc1ccc2noc3c2c1C(=O)c1ccccc1-3,70,6,42*,-216,i,8,-11,-14
Cc1nn(Cc2c(F)c(F)c(F)c(F)c2F)c(C)c1NC(=O)c1nn(C)c(C)c1Br,-19,-3,-3,-10,-11,1,-4,5
O=C(O)c1cccnc1Br,-1,7,13,-9,8,-11,-2,7
O=C(Nc1ccc2c(c1)OCO2)c1ccc(Cl)nc1,0,-7,12,-2,-3,-12,-3,-2
Cc1cc(=O)n2nc(N3CCCC(C(=O)NC4CCCCC4C)C3)sc2n1 (configuration not stated),2,9,10,-4,3,-1,-9,-4
CC(=O)Nc1ccc(S(=O)(=O)N(C2=NCC(C)S2)c2ccccc2)cc1 (configuration not stated),1,-5,24,-2,6,-8,-1,2
COC(=O)c1cc(NC(=O)COC(=O)CCc2nc3ccccc3c(=O)[nH]2)cc(C(=O)OC)c1,-1,13,0,-7,0,-8,-14,-4
NNC(=O)CCc1nc2ccc(O)cc2[nH]1,1,-7,2,-10,2,9,-7,-8
O=C(NCCc1cccc(F)c1)C1CCC(=O)N(C2CCCCCC2)C1 (configuration not stated),3,5,13,3,-1,7,-11,8
Cn1c(=O)c2ncn(CC(=O)N/N=C/C=C/c3ccccc3)c2n(C)c1=O,1,-2,8,-2,-14,1,17,-6
Cc1ccc(S(=O)(=O)NC(CC(=O)NCc2ccco2)c2ccco2)cc1 (configuration not stated),0,-1,11,-6,-3,-18,-3,5
Cc1cc(C(=O)COC(=O)c2ccc(O)cc2)c(C)n1CC1CCCO1 (configuration not stated),1,26,12,-4,4,4,54*,2
COc1cccc(C2NC(=O)c3sc(=S)n(-c4ccccc4)c3N2)c1 (configuration not stated),10,2,1,-1,8,7,-5,-2
CC(=O)N1CN(Cc2ccccn2)Cc2c1sc1c2CCCC1,-34,1,-101,-5,3,-4,-4,-1
COc1ccc(N2CCN(C(=O)NC(=O)c3ccccc3)CC2)cc1,1,9,7,-6,-5,-3,5,4
Brc1cnc2ccccc2c1N1CCCCC1,1,14,10,-2,8,-8,7,7
C=CCn1c(=NC(=O)c2cc(-c3cccs3)nc3ccccc23)sc2cc(S(N)(=O)=O)ccc21,-28,-11,-417,-1,26,-3,-5,-5
O=S(=O)(NC1=NCCCCC1)c1ccc(F)cc1F,-1,-4,4,-1,-17,-3,2,-9
CN1C(=O)C(C)(C)c2cc(S(=O)(=O)N3CCN(c4ccccc4F)CC3)ccc21,0,-2,13,-4,6,10,9,4
CCCCCn1c(CN2CCN(C(=O)c3ccco3)CC2)nc2c1c(=O)n(C)c(=O)n2C,-2,4,10,-1,-3,5,-10,5
COc1ccc2c(c1)OC(c1ccccc1)(C(F)(F)F)NC2=O (configuration not stated),2,-3,4,-2,7,-5,0,-10
Oc1ccc(/C=N/Nc2ccnc3cc(Cl)ccc23)c(O)c1O,40,13,17,18,-13,23,1,2
O=C(COC(=O)C1COc2ccccc2O1)Nc1ccc2c(c1)CCC2 (configuration not stated),2,-12,-17,-11,4,6,-11,-3
COc1cc2[nH]c(=O)n(CCC(=O)N3CCN(c4cccc(C)c4C)CC3)c(=O)c2cc1OC,1,-17,-29,-4,6,17,-20,-6

Next entries:
Compound,SENP1 FRET inh,SENP8 block-1,SENP8 block-2,A3G deaminase,UBC13 inh,Apaf-1 inh,SENP6 inh,SENP7 block
COc1ccc(NC(=S)N2CCN(S(C)(=O)=O)CC2)cc1OC,5,-7,3,2,-8,1,-7,-9
C=CCn1c(SCC(=O)NCCc2ccccc2)nnc1C(C)NC(=O)c1cccs1 (configuration not stated),4,0,8,-8,5,0,7,-1
Cc1ccc(NC(=O)c2ccc3nc[nH]c3c2)cc1C,1,-6,14,0,-10,10,6,9
NC(=O)COc1ccc(NS(=O)(=O)Cc2ccccc2)cc1,1,-8,10,-6,-4,-9,11,12
CCCCONc1ncnc2nonc12,1,-5,10,-6,-8,-7,-10,5
COCCCC1CCN(C(=O)C2CCC(=O)N(Cc3ccccc3F)C2)CC1 (configuration not stated),1,5,8,-1,-2,0,-7,4
CCCC1(c2ccccc2)NC(=O)N(CC(=O)Nc2ccc3c(c2)OCCO3)C1=O (configuration not stated),0,-1,9,-7,9,-6,-4,5
COc1cc(S(=O)(=O)N(Cc2ccco2)C2CCCC2)ccc1-n1cnnn1,1,1,16,-6,-2,1,1,6
COC(=O)/C=c1/s/c(=C(/C#N)C(=O)NCc2ccccc2)n(-c2ccccc2)c1=O,-1,1,15,-4,5,5,-4,5
COC(=O)Cc1ccc(OC(=O)C2CCN(S(=O)(=O)c3ccc(OC)c(OC)c3)CC2)cc1,1,-13,2,-4,-10,14,-7,-4
Cc1ccc(/C=C/c2nc3ccccc3c(=O)n2CCc2ccccc2)cc1,-3,4,-58,-5,8,16,10,-1
CC(C)(C)NC(=O)COc1ccc(CNCc2ccccn2)cc1,0,-6,23,-8,-12,-8,-9,9
Cc1ccccc1CN1CCc2c(OCC(=O)N3CCCCC3)cccc2C1=O,2,2,6,-4,0,2,-12,10
CCOC(=O)CN1CC23C=CC(O2)C(C(=O)NCc2ccc(C)cc2)C3C1=O (configuration not stated),-7,9,13,2,0,-8,11,2
CC(/C=C/c1ccccc1)=N/NC(=O)C(O)c1ccccc1 (configuration not stated),1,0,10,-4,-11,0,8,-4
CC1=CN2CC(O)CN=C2C=C1 (configuration not stated),1,5,-291,-2,17,-16,-3,2
Cn1c(Cl)c(C(=O)Nc2ccc(Cl)cc2)c2ccccc21,1,-2,0,-3,-7,11,-10,-3
COc1ccc(N2CCN(c3ccc(NC(=O)c4ccc5c(c4)OCO5)cc3C#N)CC2)cc1,0,-12,-309,8,-13,1,-3,-8

Compound activity (PubChem BioAssay)
